N-glyco inh – blocks N-linked glycosylation in D54 reporter cells. actives 0.23% (n = 360,000). D54 ERlucT glycosylation luciferase reporter, 24 h; percent of 100 nM tunicamycin response. reporter increase, % at 12.5 µM. AID 588692;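 active means mean luciferase reporter signal, scaled so untreated is 0 and the glycosylation-blocking control 100, at or above a set limit in every replicate; inconclusive means mean reaches the limit but not every replicate does; inactive means mean below the limit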;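 further: luciferase carries N-glycosylation sites so blocking glycosylation raises the light; 0% = median of neutral control wells and 100% = median of 100 nM tunicamycin wells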
HTR2A ag – mouse HTR2A agonism via beta-arrestin recruitment. P35363. CHO-K1 mHTR2A beta-arrestin complementation, luminescence; percent of 30 µM serotonin response. activation, % at 7.6 µM. actives 0.66% (n = 360,000);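 active means activation above a run cutoff, the mean activation of all tested compounds plus 3 SD, cut at about 14% in these data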;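 further: 0% = plate median of compound wells and 100% = 30 µM serotonin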
PDI turbidity – blocks human protein disulfide isomerase activity; AID 588391; P07237; actives 0.052% (n = 350,000); inhibition, % at 10 µM; PDI insulin aggregation turbidity, A650, 90 min;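 active means mean inhibition across replicates of 30% or more, whatever share of single replicates reach that level; inconclusive means mean inhibition below 30% while every single replicate reaches 30%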;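 further: absorbance from insulin aggregation driven by PDI reduction with DTT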
Target sequence (P07237 whole entry, looked up): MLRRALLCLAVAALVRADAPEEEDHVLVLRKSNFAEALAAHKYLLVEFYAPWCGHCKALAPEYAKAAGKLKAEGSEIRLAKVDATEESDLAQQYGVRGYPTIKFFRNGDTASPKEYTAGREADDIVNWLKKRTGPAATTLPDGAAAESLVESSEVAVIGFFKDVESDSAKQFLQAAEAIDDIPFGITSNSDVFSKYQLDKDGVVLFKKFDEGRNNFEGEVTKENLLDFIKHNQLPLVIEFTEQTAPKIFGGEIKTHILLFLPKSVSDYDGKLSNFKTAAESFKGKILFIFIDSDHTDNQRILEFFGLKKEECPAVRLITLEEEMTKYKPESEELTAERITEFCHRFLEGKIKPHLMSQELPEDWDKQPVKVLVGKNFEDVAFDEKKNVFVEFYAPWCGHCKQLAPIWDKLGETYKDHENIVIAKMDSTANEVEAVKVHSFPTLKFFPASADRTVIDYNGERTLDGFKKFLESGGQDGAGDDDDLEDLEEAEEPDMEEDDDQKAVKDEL
MC4R barr agon – activates human MC4R beta-arrestin recruitment; P32245; U2OS MC4R beta-arrestin complementation, luminescence; percent of melanotan II response, DMSO zero; activation, % at 8.9 µM; actives 0.98% (n = 360,000);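 active means activation above a per-plate cutoff, the mean activation of sample wells on that plate plus 3 SD, cut at about 8% in these data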
Target sequence (P32245 whole entry, looked up): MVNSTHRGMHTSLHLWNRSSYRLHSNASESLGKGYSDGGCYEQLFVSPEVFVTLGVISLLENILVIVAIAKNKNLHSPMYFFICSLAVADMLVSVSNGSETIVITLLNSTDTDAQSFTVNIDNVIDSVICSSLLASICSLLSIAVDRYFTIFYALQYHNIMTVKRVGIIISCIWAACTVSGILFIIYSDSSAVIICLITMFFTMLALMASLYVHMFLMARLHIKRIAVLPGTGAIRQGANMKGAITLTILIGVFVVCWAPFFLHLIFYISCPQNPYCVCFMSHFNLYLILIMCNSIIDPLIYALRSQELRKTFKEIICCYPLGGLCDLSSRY
ABHD5 PLIN5 PPI – ABHD5-PLIN5 protein interaction inhibition. AID 602281. actives 0.78% (n = 360,000). Split G. princeps luciferase complementation, luminescence, 4 h. inhibition, % at 4 µM. Q00G26+Q8WTS1;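 active means inhibition above the mean inhibition across every tested compound plus 3 SD, cut at about 22% in these data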;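 further: 0% = DMSO only wells and the 100% control is not disclosed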
MC4R antag cAMP – human MC4R antagonism in cAMP assay. P32245. MC4R-expressing cells, MTII-stimulated cAMP, LANCE TR-FRET. inhibition, % at 6.5 µM. actives 0.48% (n = 360,000). AID 540295;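 active means inhibition above its plate's cutoff, the mean of tested wells on that plate plus 3 SD, cut at about 29% in these data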;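 further: 0% = Melanotan II alone and 100% = Melanotan II plus saturating MCL0020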
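Assay system: human MC4R-expressing U2OS cells; reagent: Melanotan II stimulation of cells; dosing: 6.5 µM single dose; timing: compound 30 min, challenge 1 h, detection 1 h; signal: TR-FRET cAMP assay; replicates: one well per compound, no replicates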
Exocytosis inh – blocks lytic granule exocytosis | inhibition, % at 10 µM | actives 0.66% (n = 360,000) | AID 651702 | TALL-104 LAMP-1 surface exposure, flow cytometry; cells stimulated with thapsigargin and PMA;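 active means inhibition above about 55%, limit read from the data; inconclusive means no clear call, values can overlap the other calls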
Cardio protect – modulators protecting cardiomyocytes from myocardial damage. H9c2 cardiomyocytes, H2O2 injury protection, ATPLite, 2 h. protection from H2O2 cell death, % at 20 µM. actives 0.63% (n = 360,000);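 active means compounds giving at least 50% protection of heart cells from peroxide-induced death in the single-dose screen, raw or plate-pattern-corrected value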;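 further: 0% = DMSO wells with peroxide and 100% = DMSO wells without peroxide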
ABCB6 inh MLPCN – human ABCB6 transporter inhibition; Q9NP58; K562-ABCB6 porphyrin accumulation, flow cytometry, 1 h; stronger effect = lower value; fluorescence ratio to DMSO, % at 10 µM; actives 0.19% (n = 360,000); AID 602162;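 active means fluorescence ratio to DMSO below 75%, the collection mean minus 3 SD; inconclusive means too few cells collected in the well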;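 further: signal is porphyrin accumulated inside mitochondria; 100% equals median channel fluorescence of DMSO control wells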
CaV13 ICDI inh – Primary screen for inhibitors of IQ motif and Ca2+-dependent inactivation inhibitor domain binding in CACNA1D, Förster resonance energy transfer in living cells, …; AID 743397; inhibition, % at 12.3 µM; actives 0.098% (n = 340,000); HEK cells, CFP/YFP FRET ICDI-IQ, plate reader, 10 min; percent FRET-ratio fall versus neutral wells;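 active means mean replicate inhibition of at least 30% and at least 1% of replicates passing that level; inconclusive means only one of the two criteria is met; inactive means neither criterion is met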;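 further: 0% = median of the neutral control wells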
The depositor's hits bear a star.

A first look, 2 compounds:
How did CN(C)c1ccc(C=NNC(=O)c2cccnc2)cc1 do in these assays?
N-glyco inh: 3; HTR2A ag: -6; PDI turbidity: 6; MC4R barr agon: 0.3; ABHD5 PLIN5 PPI: -5; MC4R antag cAMP: -23; Exocytosis inh: -2; Cardio protect: -7; ABCB6 inh MLPCN: 104; CaV13 ICDI inh: -7

Results for CCN(Cc1ccccc1)C(=O)CCNS(=O)(=O)c1cc(Br)cnc1N ?
N-glyco inh: 0; HTR2A ag: -1; PDI turbidity: -4; MC4R barr agon: -2.8; ABHD5 PLIN5 PPI: -2; MC4R antag cAMP: -1; Exocytosis inh: 0; Cardio protect: 2; ABCB6 inh MLPCN: 98; CaV13 ICDI inh: -3

Results, from the first entry:
How did CN(C)c1ccc(C=NNC(=O)c2cccnc2)cc1 do in these assays?
N-glyco inh: 3; HTR2A ag: -6; PDI turbidity: 6; MC4R barr agon: 0.3; ABHD5 PLIN5 PPI: -5; MC4R antag cAMP: -23; Exocytosis inh: -2; Cardio protect: -7; ABCB6 inh MLPCN: 104; CaV13 ICDI inh: -7

Results for CCN(Cc1ccccc1)C(=O)CCNS(=O)(=O)c1cc(Br)cnc1N ?
N-glyco inh: 0; HTR2A ag: -1; PDI turbidity: -4; MC4R barr agon: -2.8; ABHD5 PLIN5 PPI: -2; MC4R antag cAMP: -1; Exocytosis inh: 0; Cardio protect: 2; ABCB6 inh MLPCN: 98; CaV13 ICDI inh: -3

Results for Cc1ccc(CCSc2ccc(C(C)C)cc2)cn1 ?
N-glyco inh: 1; HTR2A ag: 0; PDI turbidity: -1; MC4R barr agon: 0.5; ABHD5 PLIN5 PPI: 3; MC4R antag cAMP: 8; Exocytosis inh: -1; Cardio protect: -12; ABCB6 inh MLPCN: 105; CaV13 ICDI inh: -5

Results for COc1ccc(CN(C)C(=O)C2CSC3(C)CCC(=O)N23)cc1OC (centres undefined) ?
N-glyco inh: 1; HTR2A ag: 11; PDI turbidity: -6; MC4R barr agon: 1.5; ABHD5 PLIN5 PPI: -1; MC4R antag cAMP: -4; Exocytosis inh: 0; Cardio protect: -1; ABCB6 inh MLPCN: 93; CaV13 ICDI inh: -2

Results for Cc1cc(C(=O)OCC(=O)Nc2cc(C)on2)c2ccccc2n1 ?
N-glyco inh: -1; HTR2A ag: -1; PDI turbidity: 2; MC4R barr agon: 2.8; ABHD5 PLIN5 PPI: 7; MC4R antag cAMP: 4; Exocytosis inh: -1; Cardio protect: -1; ABCB6 inh MLPCN: 93; CaV13 ICDI inh: -8

How did O=C(NCc1ccc2c(c1)OCO2)C1CCCN1C(=O)Nc1cccc(Cl)c1 (centres undefined) do in these assays?
N-glyco inh: 2; HTR2A ag: 1; PDI turbidity: -6; MC4R barr agon: 1.1; ABHD5 PLIN5 PPI: -1; MC4R antag cAMP: 2; Exocytosis inh: -2; Cardio protect: -1; ABCB6 inh MLPCN: 102; CaV13 ICDI inh: -4

What do the screens show for `Cc1nc(C)n(CCNC(=O)c2ccco2)n1`?
N-glyco inh: 2; HTR2A ag: 0; PDI turbidity: -11; MC4R barr agon: -0.3; ABHD5 PLIN5 PPI: -6; MC4R antag cAMP: 4; Exocytosis inh: 2; Cardio protect: 9; ABCB6 inh MLPCN: 98; CaV13 ICDI inh: 13

How did COc1ccc(N(CC(=O)N2CCN(c3ccccc3)CC2)S(=O)(=O)c2c(C)noc2C)cc1 do in these assays?
N-glyco inh: -1; HTR2A ag: -5; MC4R barr agon: -1.2; ABHD5 PLIN5 PPI: 0; MC4R antag cAMP: 1; Exocytosis inh: 1; Cardio protect: 7; ABCB6 inh MLPCN: 89; CaV13 ICDI inh: -7

Results for CCNc1nc(NC(C)C)nc(OCCNS(=O)(=O)c2cc(C)ccc2C)n1 ?
N-glyco inh: -2; HTR2A ag: -7; PDI turbidity: 1; MC4R barr agon: -0.9; ABHD5 PLIN5 PPI: 0; MC4R antag cAMP: -1; Exocytosis inh: -3; Cardio protect: 9; ABCB6 inh MLPCN: 97; CaV13 ICDI inh: -6

Results for COc1cnc(N(C)C)nc1Sc1ccc(Cl)cc1 ?
N-glyco inh: -2; HTR2A ag: -9; PDI turbidity: -1; MC4R barr agon: -1.0; ABHD5 PLIN5 PPI: -2; MC4R antag cAMP: -2; Exocytosis inh: 0; Cardio protect: -9; ABCB6 inh MLPCN: 92; CaV13 ICDI inh: -3

How did COc1cccc(OCC(=O)NC2CCCCC2)c1 do in these assays?
N-glyco inh: 0; HTR2A ag: 1; PDI turbidity: -4; MC4R barr agon: 0.6; ABHD5 PLIN5 PPI: 5; MC4R antag cAMP: 2; Exocytosis inh: 4; Cardio protect: 0; ABCB6 inh MLPCN: 96; CaV13 ICDI inh: -9

Results for CC(OC(=O)c1ccccn1)C(=O)Nc1ccc2c(c1)OCCO2 (centres undefined) ?
N-glyco inh: -1; HTR2A ag: 1; PDI turbidity: -12; MC4R barr agon: -2.4; ABHD5 PLIN5 PPI: 6; MC4R antag cAMP: 10; Exocytosis inh: 3; Cardio protect: -3; ABCB6 inh MLPCN: 97; CaV13 ICDI inh: -5

How did Cc1ccccc1-c1nc(NC(C)C)nc2cc(-c3ccccc3)sc12 do in these assays?
N-glyco inh: -2; HTR2A ag: 8; PDI turbidity: -4; MC4R barr agon: -0.6; ABHD5 PLIN5 PPI: -5; MC4R antag cAMP: 15; Exocytosis inh: -2; Cardio protect: -20; ABCB6 inh MLPCN: 92; CaV13 ICDI inh: -18

Results for C#CCN1C(=O)S/C(=C\c2ccc(-c3ccc(C(=O)O)cc3C)o2)C1=O ?
N-glyco inh: 2; HTR2A ag: -2; PDI turbidity: -3; MC4R barr agon: 1.1; ABHD5 PLIN5 PPI: -7; MC4R antag cAMP: 13; Exocytosis inh: 1; Cardio protect: 6; ABCB6 inh MLPCN: 100; CaV13 ICDI inh: inconclusive

How did COc1ccccc1NS(=O)(=O)c1cc(NC(=O)C2CCCC2)ccc1N1CCOCC1 do in these assays?
N-glyco inh: -4; HTR2A ag: 0; PDI turbidity: -3; MC4R barr agon: -0.2; ABHD5 PLIN5 PPI: 5; MC4R antag cAMP: 8; Exocytosis inh: -2; Cardio protect: 10; ABCB6 inh MLPCN: 90; CaV13 ICDI inh: 3

What do the screens show for `O=C(NCn1ccc(=O)[nH]c1=S)c1ccccc1`?
N-glyco inh: 1; HTR2A ag: 4; PDI turbidity: 21; MC4R barr agon: -2.2; ABHD5 PLIN5 PPI: 3; MC4R antag cAMP: 5; Exocytosis inh: 6; Cardio protect: 10; ABCB6 inh MLPCN: 193

How did C=CCOc1ccccc1CN1CCC(Oc2ccc(C(=O)N3CCCCC3)cc2)CC1 do in these assays?
N-glyco inh: 1; HTR2A ag: -9; PDI turbidity: -5; MC4R barr agon: 0.1; ABHD5 PLIN5 PPI: -2; MC4R antag cAMP: 13; Exocytosis inh: -1; Cardio protect: -3; ABCB6 inh MLPCN: 84; CaV13 ICDI inh: -5

What do the screens show for `O=C(c1cccs1)N1CC=C(c2ccccc2)CC1`?
N-glyco inh: -2; HTR2A ag: 1; PDI turbidity: -14; MC4R barr agon: -1.3; ABHD5 PLIN5 PPI: -7; MC4R antag cAMP: 3; Exocytosis inh: -4; Cardio protect: 0; ABCB6 inh MLPCN: 95; CaV13 ICDI inh: -2

Results for NNC(=O)COc1cccc(C(F)(F)F)c1 ?
N-glyco inh: 1; HTR2A ag: -4; PDI turbidity: -1; MC4R barr agon: 0.3; ABHD5 PLIN5 PPI: 4; MC4R antag cAMP: 7; Exocytosis inh: -5; Cardio protect: -4; ABCB6 inh MLPCN: 98; CaV13 ICDI inh: -5

How did CCC(C)C(NC(=O)OCc1ccccc1)C(=O)NC(Cc1ccc(O)cc1)C(=O)OC (centres undefined) do in these assays?
N-glyco inh: 0; HTR2A ag: 0; PDI turbidity: -2; MC4R barr agon: 0.1; ABHD5 PLIN5 PPI: -2; MC4R antag cAMP: 1; Exocytosis inh: -3; Cardio protect: 1; ABCB6 inh MLPCN: 104; CaV13 ICDI inh: 9

Results for O=C(Nc1cnc2ccccn2c1=O)c1ccc(Cl)cc1Cl ?
N-glyco inh: -20; HTR2A ag: -3; PDI turbidity: 14; MC4R barr agon: -1.1; ABHD5 PLIN5 PPI: 4; MC4R antag cAMP: 5; Exocytosis inh: 2; Cardio protect: -14; ABCB6 inh MLPCN: 99; CaV13 ICDI inh: 6

How did CCOC(=O)CCc1n[nH]c(=O)[nH]c1=O do in these assays?
N-glyco inh: 3; HTR2A ag: 0; PDI turbidity: 7; MC4R barr agon: -0.7; ABHD5 PLIN5 PPI: 3; MC4R antag cAMP: 18; Exocytosis inh: 0; Cardio protect: -3; ABCB6 inh MLPCN: 96; CaV13 ICDI inh: -7

How did Cc1ccc(-c2cc(C(=O)N3CC(C)CC(C)C3)c3ccccc3n2)o1 (centres undefined) do in these assays?
N-glyco inh: 1; HTR2A ag: -5; PDI turbidity: -11; MC4R barr agon: 1.0; ABHD5 PLIN5 PPI: 20; MC4R antag cAMP: 8; Exocytosis inh: 11; Cardio protect: 9; ABCB6 inh MLPCN: 98; CaV13 ICDI inh: -4

How did COc1ccc(OCc2n[nH]c(=S)n2-c2ccc(C)cc2)cc1 do in these assays?
N-glyco inh: 5; HTR2A ag: 0; PDI turbidity: -11; MC4R barr agon: -1.6; ABHD5 PLIN5 PPI: -9; MC4R antag cAMP: 6; Exocytosis inh: -2; Cardio protect: 0; ABCB6 inh MLPCN: 101; CaV13 ICDI inh: -5

How did O=C(Cn1c2ccccc2c2nc3n(c(=O)c21)CCS3)Nc1ccccc1C(F)(F)F do in these assays?
N-glyco inh: 0; HTR2A ag: 4; PDI turbidity: -13; MC4R barr agon: 4.1; ABHD5 PLIN5 PPI: 13; MC4R antag cAMP: 0; Exocytosis inh: 0; Cardio protect: 2; ABCB6 inh MLPCN: 85; CaV13 ICDI inh: -1

How did CCN(CC)CCCNC(=S)N1CCn2c(nc3ccccc32)C1 do in these assays?
N-glyco inh: 0; HTR2A ag: -3; PDI turbidity: 2; MC4R barr agon: 1.2; ABHD5 PLIN5 PPI: -5; MC4R antag cAMP: 3; Exocytosis inh: -6; Cardio protect: -2; ABCB6 inh MLPCN: 97; CaV13 ICDI inh: -8

What do the screens show for `CN(C)S(=O)(=O)c1ccc2c(c1)Cc1cc(S(=O)(=O)N(C)C)ccc1-2`?
N-glyco inh: -1; HTR2A ag: -5; PDI turbidity: -5; MC4R barr agon: -0.4; ABHD5 PLIN5 PPI: 2; MC4R antag cAMP: 5; Exocytosis inh: -8; Cardio protect: 6; ABCB6 inh MLPCN: 102; CaV13 ICDI inh: -3

Compound activity deposited in PubChem BioAssay by several laboratories.
